# Efflux pump mplx: antifungal efflux pump inhibition, Nile Red retention | S. cerevisiae Candida pump triplex | inhibition, % at 10 µM | actives 0.44% (n = 330,000);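 active = plate passing quality check with inhibition over a set limit, or well fluorescence over plate mean plus 4 SD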;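 also: Nile Red retained in pooled yeast measured as flow cytometry median fluorescence; 0% = buffer negative control and 100% = Enniatin B positive control; higher means more Nile Red kept so more efflux inhibition; some compounds called inactive have numbers as strong as hits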
# HCV core dimer: blocks dimerization of HCV core protein; TR-FRET GST/Flag-core106 dimerization, 1536-well; actives 0.33% (n = 300,000); inhibition, % at 5 µM;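 active = inhibition above the mean of all tested compounds plus 3 SD, set per screening campaign, cut at about 45% in these data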
#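 Material: GST/Flag-tagged HCV core106 proteins. Incubation: 4 h, 22.5 °C incubation. Read-out basis: inhibition (%) from 671 over 617 nm ratio. Measured by: TR-FRET, excitation 340 nm, emission 617 and 671 nm.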
# PREPL inh: inhibitors of human prolyl oligopeptidase-like enzyme PREPL; inhibition, % at 5.96 µM; recombinant PREPL, fluorescence polarization activity-based probe; actives 0.68% (n = 320,000); Q4J6C6; in the data active = inhibition above about 43%;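 also: 0% = enzyme with DMSO and 100% = wells lacking enzyme; many of its hits are not listed in these tables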
# Target sequence (Q4J6C6 whole entry, looked up): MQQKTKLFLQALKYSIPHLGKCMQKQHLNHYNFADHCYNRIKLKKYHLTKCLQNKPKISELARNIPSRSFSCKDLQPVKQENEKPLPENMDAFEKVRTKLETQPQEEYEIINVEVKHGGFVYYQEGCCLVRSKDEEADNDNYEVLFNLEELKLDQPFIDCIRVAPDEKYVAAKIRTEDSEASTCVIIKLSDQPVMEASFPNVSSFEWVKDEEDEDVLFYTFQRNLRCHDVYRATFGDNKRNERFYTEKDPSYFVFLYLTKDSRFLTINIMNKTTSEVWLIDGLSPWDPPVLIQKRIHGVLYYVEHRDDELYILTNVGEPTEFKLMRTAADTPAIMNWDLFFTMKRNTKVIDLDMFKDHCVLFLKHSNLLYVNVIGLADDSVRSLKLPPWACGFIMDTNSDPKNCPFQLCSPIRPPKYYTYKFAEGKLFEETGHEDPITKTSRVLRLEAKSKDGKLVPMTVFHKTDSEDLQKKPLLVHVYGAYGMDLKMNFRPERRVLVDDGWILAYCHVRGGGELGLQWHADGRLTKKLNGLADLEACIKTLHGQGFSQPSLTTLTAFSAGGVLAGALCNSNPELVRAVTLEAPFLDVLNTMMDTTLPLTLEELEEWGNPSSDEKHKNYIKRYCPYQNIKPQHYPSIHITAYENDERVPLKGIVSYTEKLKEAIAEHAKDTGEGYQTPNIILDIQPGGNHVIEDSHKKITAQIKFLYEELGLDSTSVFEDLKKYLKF
# Fh CTSL1 inh: cathepsin L1 inhibition, PFM18AAP counter-screen; actives 0.49% (n = 300,000); inhibition, % at 5.96 µM; recombinant F. hepatica cathepsin L1, Z-Leu-Arg-MCA fluorescence;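 active = inhibition above the mean of all tested compounds plus 3 SD, set per screening campaign, cut at about 17% in these data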;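 also: 0% = plate median of test compound wells and 100% = 1 µM Z-Phe-Ala-diazomethylketone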
# TPT1 inh: C. albicans TPT1 enzyme inhibition | inhibition, % at 5 µM | recombinant caTPT1, FP RNA substrate dephosphorylation | actives 0.81% (n = 300,000);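 active = inhibition above the mean of all tested compounds plus 3 SD, set per screening campaign, cut at about 24% in these data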;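 also: plate controls were DMSO alone for no effect and ferristatin control at 100 nM for full effect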
# LYPLA2 inh: blocks human lysophospholipase 2, a PME1 counter-screen; actives 0.38% (n = 320,000); AID 2177; O95372; recombinant LYPLA2, FP-Rh probe fluorescence polarization; inhibition, % at 5.9 µM;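 active = inhibition above the screen-wide mean plus 3 SD, limit set per campaign, cut at about 26% in these data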;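 also: 0% = LYPLA2 with DMSO and 100% = wells lacking LYPLA2 enzyme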
# PP5 primary: blocks human protein phosphatase 5 activity | P53041 | purified PP5c, OMFP substrate fluorescence | inhibition, % at 6.7 µM | actives 0.18% (n = 320,000) | AID 1987;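 active = inhibition above the campaign's mean inhibition across all tested compounds plus 3 SD, cut at about 9.5% in these data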;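 also: 0% = DMSO only and 100% = 100 µM cantharidin control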
# JMJD2C inh: human JMJD2C demethylase inhibition; Q9H3R0; GST-JMJD2C(1-420) H3K9me3 demethylation, DELFIA europium; actives 0.069% (n = 330,000); inhibition, % at 2.35 µM;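 active = more than half of a compound's replicate wells show inhibition beyond 50%, single wells judged on their own value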;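 also: signal counts dimethyl H3K9 product captured on neutravidin plate; 0% = median of DMSO wells and 100% = 0.3 times that DMSO median; strong numbers were not always called active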
# PP1 inh: blocks human PP1-alpha phosphatase, a PP5 counter-screen; actives 0.9% (n = 320,000); purified PP1alpha, OMFP fluorescence; AID 2235; inhibition, % at 6.7 µM;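 active = inhibition above the mean inhibition of all tested compounds plus 3 SD, computed separately for each screening campaign, cut at about 15% in these data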
# Target sequence (P62136 whole entry, looked up): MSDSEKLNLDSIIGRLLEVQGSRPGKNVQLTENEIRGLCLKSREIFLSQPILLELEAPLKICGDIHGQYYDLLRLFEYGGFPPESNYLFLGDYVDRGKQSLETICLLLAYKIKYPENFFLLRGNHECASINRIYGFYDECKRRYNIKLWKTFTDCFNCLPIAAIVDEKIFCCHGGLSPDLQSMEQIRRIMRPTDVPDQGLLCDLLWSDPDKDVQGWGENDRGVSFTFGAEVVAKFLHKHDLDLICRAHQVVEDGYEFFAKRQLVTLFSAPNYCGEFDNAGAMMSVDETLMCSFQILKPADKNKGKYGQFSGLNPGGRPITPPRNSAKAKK
# An asterisk follows results filed as active; . = not tested or not shown. Some of the compounds tested; rates above refer to the full screens.
# Every second line gives: Fh CTSL1 inh	TPT1 inh	PP5 primary	HCV core dimer	PP1 inh	JMJD2C inh	PREPL inh	LYPLA2 inh	Efflux pump mplx
COC(=O)COc1ccc2oc(=O)cc(-c3cc4ccccc4o3)c2c1
    3.4	0.5	-0.1	1.2	-1.1	-4.9	-21.5	-2.4	0.0
CC1CC(=O)N(CC(=O)Nc2ccc(F)cc2)c2ccccc2S1(=O)=O (stereo not given)
    -1.6	0.2	-0.3	7.5	-7.0	5.2	3.2	-1.0	-0.1
Cc1ccc(-c2nc(=S)c3c(n2Cc2cccnc2)CC(C)(C)OC3)cc1
    0.2	5.2	1.5	7.7	-7.1	2.8	2.0	-4.3	0.0
CCN(CC)CC(O)c1cccn1-c1ccc(CNC(=O)NC(C)C)cc1 (stereo not given)
    -2.9	-2.0	0.8	-8.5	-1.6	-0.1	10.6	2.7	-0.1
O=C(CSc1ccc(F)cc1)Nc1ccc(N2CCOCC2)c(Cl)c1
    0.2	-0.9	2.4	0.8	1.6	7.5	18.2	7.7	0.2
O=C(C1CC(=O)N(c2ccc(F)cc2)C1)N1CCCCCC1 (stereo not given)
    4.5	0.4	0.8	3.3	-2.5	4.4	5.3	-4.2	0.0
COC(=O)C[C@H]1c2cc(F)ccc2S(=O)(=O)N1c1ccc(N(C)C)cc1
    -3.9	-1.9	4.4	-0.1	2.6	1.3	-5.9	10.3	0.3
CCN(CC)CCN1C(=O)C(=O)/C(=C(/O)c2c(C)[nH]c(C(=O)OC)c2C)C1c1ccc(OC)cc1 (stereo not given)
    -1.0	-3.1	0.4	0.2	-1.1	4.2	7.2	6.4	0.0
Cc1ccc(Nc2n[nH]c(C)c2[N+](=O)[O-])cc1C
    -0.7	1.0	1.0	-3.6	0.2	-10.3	-49.6	-0.1	0.2
COc1ccc(CSCCc2n[nH]c(=S)n2-c2ccccc2)cc1
    -2.5	-4.0	1.0	0.0	0.0	3.8	12.2	6.5	0.1
O=C(N/C=N/OCc1ccc(Cl)cc1Cl)NOCc1c(Cl)cccc1Cl
    0.8	1.4	6.4	-3.0	-3.0	1.6	1.3	-5.3	0.0
CCC1(CC)N([O-])C(C)=C(c2ccccc2)[N+]1=O
    0.9	-0.6	1.3	-1.8	-0.6	3.4	5.2	-4.2	-0.3
CC(C)CC(=O)N1CCN(C(=O)c2ccco2)CC1
    -0.8	-4.0	0.8	1.0	-6.2	-27.9	-0.1	-3.4	0.0
CCn1c(COc2c(C)cccc2C)nnc1SCC(=O)N1CCN(c2ccccc2)CC1
    4.2	-1.0	-0.4	6.2	-1.5	0.7	19.6	7.7	-0.3
Cc1cc(Cl)ccc1OCC(=O)NNC(=O)C1CCCO1 (stereo not given)
    -17.0	2.0	1.8	1.2	-1.5	1.0	0.7	-1.4	0.0
CC(c1ccccc1)N1C(=O)c2ccc(C(=O)Nc3ccccc3C(=O)O)cc2C1=O (stereo not given)
    2.5	1.6	7.0	14.2	10.6	-12.1	-2.6	-5.2	-0.2
O=C(N/N=C/c1cc(Br)c(Br)o1)C(O)c1ccccc1 (stereo not given)
    2.8	0.8	3.0	9.0	1.6	-0.2	4.9	-1.4	0.1
O=C(NC(=S)Nc1ccccc1)c1cc(-c2ccccc2)nc2ccccc12
    0.5	-0.7	1.5	21.5	3.8	-58.1	-1.6	-10.8	0.0
CCc1cccc(NC(=O)CN(C)C2=NS(=O)(=O)c3ccccc32)c1
    .	.	-0.9	.	0.7	-3.7	-3.9	-0.8	0.2
Cn1c(Cc2ccccc2)nnc1SCCC(=O)Nc1ccccc1
    -2.9	1.1	-0.5	-5.3	1.8	1.6	-12.2	-1.7	-0.1
COc1ccc(NS(=O)(=O)c2cccc(C(=O)NNC(=O)NCCCl)c2)cc1
    -4.5	-1.4	0.9	-2.5	-1.3	-18.7	11.6	10.8	0.0
CCCc1[nH]nc2c1C1(CCN(C(=O)OCc3ccccc3)CC1)C(C#N)=C(N)O2
    3.3	2.7	5.1	1.0	0.3	10.6	29.0	-1.0	0.0
CSc1nccc(-c2sc(SC)c(C#N)c2-c2ccccc2)n1
    -2.5	0.0	2.4	24.0	-4.6	2.1	9.8	-8.1	0.0
CCOc1ccc(-c2nnc3ccc(SCc4ccc(C(=O)OC)o4)nn23)cc1
    3.4	-2.3	2.4	11.3	3.1	0.1	6.2	4.6	0.1
CCN(CC)C(=O)c1sc(NC(=O)c2ccc(OC)c([N+](=O)[O-])c2)c(C#N)c1C
    -0.3	1.9	2.1	-15.6	-4.9	5.1	6.6	-1.3	0.6
CCCc1c(C(=O)Nc2ccc(C(F)(F)F)cc2)cnn1-c1ccccc1
    6.3	-0.7	2.9	-10.5	1.2	15.1	14.1	2.5	-0.2
Cc1ccc(C(C)C)c(OCC(=O)NNC2=CC(=O)CC(C)(C)C2)c1
    -0.9	2.0	2.5	3.3	-6.6	-11.3	1.8	-3.0	0.1
COc1ccc(N2CC(C(=O)Nc3nnc(SCC(=O)N4CCCC4)s3)CC2=O)cc1 (stereo not given)
    0.7	-0.7	-2.2	3.2	0.7	5.7	12.4	1.3	0.0
CC(C)c1nc2sc3c(SCC(=O)NCc4ccco4)ncnc3c2c2c1CCC2
    -0.9	8.5	4.2	26.9	10.4	4.9	-31.1	-21.5	0.0
COc1ccc(Cl)cc1S(=O)(=O)N1CCN=C1C
    2.0	-2.3	-3.2	0.2	0.4	2.8	3.7	-0.8	-0.1
Cc1nn(-c2ccccc2)c(C)c1/C=C/C(=O)OCC(=O)N(C)C1CCS(=O)(=O)C1 (stereo not given)
    -6.0	0.3	-0.7	-2.2	-2.0	-38.3	9.3	1.6	0.1
O=C(CSc1nc2ccccc2s1)NCCCN1CCOCC1
    0.0	-1.2	-0.8	-2.0	0.5	2.3	7.7	-2.0	0.2
COc1ccc(N(C)S(=O)(=O)c2cccc(C(=O)Nc3cccc(C(=O)NC4CC4)c3)c2)cc1
    .	.	0.5	.	-1.6	.	-5.7	-30.4	0.0
O=C(NC1(C(F)(F)F)NC(=O)N(CC2CCCCC2)C1=O)c1ccco1 (stereo not given)
    2.5	0.6	-2.4	-1.4	-5.6	25.9	0.5	-1.8	0.1
CCOc1ccc(NC(=O)COc2ccc3c(c2)OCO3)cc1
    0.1	0.7	1.7	-5.2	2.4	-7.5	-1.5	8.8	-0.1
O=C(c1cccc(F)c1)N1CCN(Cc2c[nH]c3ccccc23)CC1
    -3.3	-4.8	-5.6	-6.7	3.1	6.8	9.1	1.0	0.0
O=C(c1cc(-c2cccc(Cl)c2)on1)N1CCCCCC1
    6.0	-2.5	1.3	8.7	0.6	-4.9	2.1	6.5	-0.1
CC1CCN(C(=O)CS(=O)(=O)Cc2ccccc2)CC1
    -3.3	-1.8	1.6	-4.5	-0.1	-12.4	4.0	-1.5	0.0
O=C(O)c1ccc(-n2cccc2/C=N\NC(=O)c2cc3cc(Br)ccc3o2)cc1
    2.1	2.4	1.2	10.9	9.8	5.7	5.8	-0.5	-0.1
COc1ccc(N(CC(=O)NCCSCc2ccco2)S(=O)(=O)c2ccccc2)cc1
    9.1	-2.0	4.0	-0.7	-9.1	-7.4	-7.2	-11.6	0.0
O=c1c2ccccc2nc2c3ccccc3ncn12
    6.2	-1.3	2.2	-4.3	-2.3	-13.8	15.0	-3.7	-0.1
N#C/C(=C\c1ccncc1)c1nc2ccccc2c(=O)[nH]1
    -7.4	10.4	1.8	0.2	2.9	1.8	4.4	-2.8	0.2
CSc1nc2oc3c(c2c2nncn12)CC(C)(C)SC3
    1.5	-12.3	-1.9	-3.3	-5.5	3.3	-4.1	-0.1	-0.1
O=C(c1csc(Nc2cccc3ccccc23)n1)N1CCCC1
    1.0	1.6	4.4	-0.2	2.1	3.1	29.9	2.4	0.4
CCCCN1CC[C@H]2C=CC[C@@H](C(=O)Nc3ccc(Cl)cc3Cl)[C@H]2C1=O
    6.2	1.0	5.0	2.1	3.0	-5.9	-2.2	-1.4	-0.1
CCN=C1S/C(=C\c2ccc(-c3cccc(C(=O)O)c3)o2)C(=O)N1CC
    2.6	8.7	3.0	-13.8	-7.8	8.7	3.2	1.6	0.1
C/C(N)=C(/C#N)C(=O)COC(=O)CCSc1ccccc1
    -54.5	-3.5	1.4	1.2	1.3	-0.8	5.2	2.2	0.0
COc1ccc(N2CCN(C(=O)CSc3ccc([N+](=O)[O-])cc3)CC2)cc1
    -3.3	-0.3	-1.4	11.6	-0.6	-8.6	25.1	54.3*	0.6
CCOc1ccc(-n2c(SCC(=O)NCc3ccco3)nc3c(c2=O)SCC3)cc1
    -0.7	-5.1	2.4	3.7	-3.9	-1.5	-0.3	1.3	1.1
O=C(c1n[nH]c(=O)c2ccccc12)N1CCOCC1
    0.3	-0.4	-2.5	-3.9	-1.7	5.7	-1.6	2.6	-0.1

# Next section:
# Every second line gives: Fh CTSL1 inh	TPT1 inh	PP5 primary	HCV core dimer	PP1 inh	JMJD2C inh	PREPL inh	LYPLA2 inh	Efflux pump mplx
CC1CCN(C(=O)c2ccc3c(c2)OCO3)CC1
    0.1	-3.7	-3.1	-7.6	-1.1	-4.4	19.4	5.6	0.1
CC(=O)c1cccc(S(=O)(=O)Nc2ccc3nc(C)sc3c2)c1
    -2.6	-0.8	1.1	-1.6	-1.2	-23.5	4.9	5.8	-0.5
COc1ccc(OC)c(S(N)(=O)=O)c1
    -3.8	-1.7	-0.2	-2.7	7.2	11.0	1.5	-0.6	0.0
CC1(C)Cc2c(sc(NC(=O)c3ccc(Br)o3)c2C#N)CO1
    4.3	-1.7	2.3	-5.6	-3.7	-0.4	-6.2	-3.2	0.0
CC1CC(=O)Nc2ccccc2N1C(=O)CSc1ncnc2sccc12 (stereo not given)
    .	.	-0.5	.	-0.8	-29.2	5.2	-0.2	0.0
Cc1ccc(N2C(=O)/C(=C\c3ccco3)SC2=S)cc1
    3.5	4.4	-1.3	37.3	3.4	5.5	16.3	0.9	0.1
COC(=O)c1sccc1NC(=O)CN1CCN(c2ccc(F)cc2)CC1
    9.2	-1.1	1.4	5.6	0.7	-4.5	41.2	1.0	0.3
COc1ccc(CNC(=O)CN(c2cc(C)cc(C)c2)S(=O)(=O)c2c(C)noc2C)cc1
    0.5	-3.0	-1.4	2.8	-1.8	8.7	2.8	1.1	-0.2
Cc1c(C)c2ccc(OCC(=O)NC3CCN(Cc4ccccc4)CC3)c(C)c2oc1=O
    -1.4	-1.4	0.3	9.6	-0.7	-6.1	17.5	1.8	0.0
N#Cc1c(-c2ccc(F)cc2)nc2n(c1=O)CCS2
    -3.0	-0.7	3.0	1.0	-1.3	-49.5	14.0	1.0	0.2
O=[N+]([O-])c1ccc(O)c(C=Nc2ccc3nc(-c4ccccc4)[nH]c3c2)c1
    2.7	1.8	0.3	-20.4	6.2	0.6	23.9	3.9	-0.3

# Compound profiles, from the list above.
# CC1CC(=O)Nc2ccccc2N1C(=O)CSc1ncnc2sccc12 (stereo not given) as listed: Fh CTSL1 inh: .; TPT1 inh: .; PP5 primary: -0.5; HCV core dimer: .; PP1 inh: -0.8; JMJD2C inh: -29.2; PREPL inh: 5.2; LYPLA2 inh: -0.2; Efflux pump mplx: 0.0
# Cc1c(C)c2ccc(OCC(=O)NC3CCN(Cc4ccccc4)CC3)c(C)c2oc1=O as listed: Fh CTSL1 inh: -1.4; TPT1 inh: -1.4; PP5 primary: 0.3; HCV core dimer: 9.6; PP1 inh: -0.7; JMJD2C inh: -6.1; PREPL inh: 17.5; LYPLA2 inh: 1.8; Efflux pump mplx: 0.0
